LYP phosphatase – PTPN22 lymphoid phosphatase activity blockers – biochemical, fluorescence intensity, uHTS (AID 1779) | recombinant LYP phosphatase, fluorescence intensity; higher % means a stronger effect | one-dose inhibition, % at 11.5 µM; IC50 in µM for titrated hits | 0.054% of 290,000 active; in the data active means inhibition above about 50%;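 further: plate controls were vehicle with enzyme for no effect and no enzyme for full effect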
GPR35 arrestin U2OS – inhibition of zaprinast-stimulated GPR35 beta-arrestin translocation – imaging, U2OS, beta-arrestin-GFP, zaprinast agonist, primary screen (AID 2058); U2OS GPR35 beta-arrestin-GFP translocation imaging, zaprinast antagonism; higher % means a stronger effect; inhibition, % at 10 µM; hits with a dose series show IC50 in µM; 0.052% of 290,000 active;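 active means inhibition of at least 50% with at least 30 cells and total cytoplasm GFP at most 10,000,000; inconclusive means under 30 cells or total GFP of 10,000,000 plus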
GPR55 LPI antagonism – GPR55 antagonists blocking LPI-driven arrestin recruitment, primary screen, imaging, U2OS, beta-arrestin-GFP, LPI agonist (AID 2013); U2OS GPR55 beta-arrestin-GFP translocation imaging, LPI antagonism; higher % means a stronger effect; one-dose inhibition, % at 10 µM; IC50 in µM for titrated hits; 0.13% of 290,000 active;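 active means spots per cell inhibited over 60%, with over 100 cells counted and total cytoplasm intensity under 500,000; inconclusive means wells with under 100 cells, flagged as likely toxic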;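 further: U2OS cells stably carrying GPR55 and arrestin-GFP stimulated by 5 µM LPI near EC80; imaged beta-arrestin-GFP aggregate spots per cell after agonist stimulation; plate controls were LPI-stimulated DMSO wells for no effect and DMSO wells without LPI for full effect; some results filed as inactive read as strong as hits; confirmed hits need IC50 under 10 µM and bright autofluorescent wells are also inconclusive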
T cell HTS – T cell immune modulation candidate | 2C CD8+ T cell-vesicle binding, flow cytometry; active compounds read low | calls only at 7 µM | 0.068% of 330,000 active;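 active means response, share of CD8 T cells binding vesicles, and their 90th percentile fluorescence all below set limits, cut at about 80% in these data, passing the limit was not always enough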
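Assay system – 2C mouse CD8+ T cells · Also added – QL9-loaded Drosophila micro-vesicles · Timing – Cell–vesicle co-incubation 1.5 h at 37 °C, staining 20 min on ice · Signal – flow cytometry of vesicle-bound cells · Measure – percent CD8+ FL2 mean versus row control · Controls – Peptide-free naked vesicles (low) and QL9 vesicles with 0.7% DMSO vehicle (high)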
NTR1 agonist – agonists of NTR1, primary screen, imaging, U2OS cells, beta-arrestin-GFP, high content (AID 493036). 0.17% of 330,000 active. NTR1-U2OS beta-arrestin-GFP spot imaging, agonist mode. P30989. activation, % at 20 µM;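 active means activation at or above 40% of the spot to cytoplasm intensity ratio, with at least 20 cells analyzed; inconclusive means wells under 20 cells, flagged as cytotoxic or low count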;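 further: 0% = DMSO without peptide and 100% = 100 nM NTR1 peptide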
Target sequence (P30989 whole entry, looked up): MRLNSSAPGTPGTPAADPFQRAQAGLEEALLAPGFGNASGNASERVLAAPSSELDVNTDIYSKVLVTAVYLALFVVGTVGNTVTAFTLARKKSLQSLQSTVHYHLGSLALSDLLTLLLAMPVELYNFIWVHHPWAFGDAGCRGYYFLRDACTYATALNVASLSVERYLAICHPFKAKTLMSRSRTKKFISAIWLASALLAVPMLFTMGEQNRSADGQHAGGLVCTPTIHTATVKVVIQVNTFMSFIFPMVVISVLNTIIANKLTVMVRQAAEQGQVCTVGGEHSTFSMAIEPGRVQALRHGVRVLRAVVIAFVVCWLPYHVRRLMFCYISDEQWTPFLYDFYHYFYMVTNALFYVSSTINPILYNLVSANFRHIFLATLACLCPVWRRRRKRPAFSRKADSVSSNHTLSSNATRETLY
Rac1 GTP hydrolysis – MgcRacGAP GTPase-activating activity inhibitors, confirmation, biochemical, ADP Hunter fluorescence; MgcRacGAP-stimulated Rac1 GTP hydrolysis, ADP Hunter fluorescence; higher % means a stronger effect; GST-tagged Rac1 F28L mutant substrate; 0.6% of 340,000 active; inhibition, % at 30 µM, or IC50 in µM where a hit was titrated;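 active means first-screen hits whose inhibition reached a set limit at any dose in the follow-up dose series; inconclusive means inhibition above the set first-screen limit but never retested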;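 further: fluorescence reports GDP produced by GAP-driven GTP hydrolysis; strong numbers were not always called active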
Large T inhibition – TAg ATPase/helicase activity blockers – biochemical (AID 1903). SV40 large T antigen ATPase/helicase inhibition assay; higher % means a stronger effect. inhibition, % at 20 µM; hits with a dose series show IC50 in µM. 0.39% of 310,000 active; in the data active means a potency from the dose series; inconclusive means inhibition mostly from about 32% at the one dose, without a potency; inactive means the rest, 99 in 100 with inhibition below about 32%; further: strong numbers were not always called active
Hep lipid drop – modulators of hepatic lipid droplet formation; 0.4% of 240,000 active; AML12 mouse hepatocytes, oleate lipid droplets, BODIPY imaging; inhibition, % at 6.5 µM; AID 1656;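 active means lipid droplet intensity inhibited by at least 50%, with more than 500 cells counted; inconclusive means wells with under 300 cells, treated as cytotoxic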
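material = mouse AML12 hepatocyte cell line, fixed after treatment | also added = 100 µM oleic acid challenge | doses = compound at 6.5 µM only | schedule = overnight exposure | technique = Image-based BODIPY and DAPI two-channel analysis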
GPR55 activation – selective activators of receptor GPR55 – imaging, U2OS cells, beta-arrestin-GFP redistribution, primary screen (AID 1961). U2OS GPR55 beta-arrestin-GFP redistribution imaging; higher % means a stronger effect. 0.048% of 290,000 active. one-dose activation, % at 10 µM; EC50 in µM for titrated hits;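 active means activation above 40% with more than 50 cells counted in the well; inconclusive means wells holding fewer than 50 cells, flagged as toxic or sparse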;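 further: U2OS osteosarcoma cells stably expressing GPR55 and beta-arrestin-GFP; plate controls were DMSO negative control for no effect and LPI positive control for full effect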
Hep lipid drop cells 6.5 µM – also measured in Hep lipid drop; calls as there; cell count; measured here: cell count, cytotoxicity flag;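 cells counted across two imaged fields per well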
T cell HTS vesicle-bound % – second read-out of T cell HTS, no call of its own (marks repeat the call); double positive events, %; measured here: CD8+ vesicle-bound cell fraction;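 binding gate set so that unloaded-vesicle control wells show 10% double positive cells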
NTR1 agonist cell count 20 µM – also measured in NTR1 agonist; calls as there; cell count; measured here: cell count, cytotoxicity flag
The depositor's hits bear a star; i = inactive; ? = inconclusive; nt = no result given.

SMILES | LYP phosphatase | GPR35 arrestin U2OS | GPR55 LPI antagonism | T cell HTS | T cell HTS vesicle-bound % | NTR1 agonist | NTR1 agonist cell count 20 µM | Rac1 GTP hydrolysis | Large T inhibition | Hep lipid drop | Hep lipid drop cells 6.5 µM | GPR55 activation
COc1cccc(C2C(C#N)=C(N)Oc3cc(N)ccc32)c1OC (centres undefined) | 0% | -6% | 0% | i | 25 | -1.0 | 34 | 8% | 5% | -3 | 767 | -0.1%
Cc1cccc(C(=O)N2CCc3c([nH]c4ccccc34)C2CC(C)C)n1 (centres undefined) | -4% | -6% | 1% | i | 52 | 0.2 | 60 | 1% | 4% | -16 | 706 | -0.2%
CCCCn1c(-c2ccsc2)nc2c1c(=O)[nH]c(=O)n2CCC | -1% | -1% | 8% | i | 13 | -0.1 | 91 | 5% | 10% | 0 | 819 | -0.2%
O=S1(=O)[C@H]2C[C@@H]3C=C[C@]2(CN1Cc1ccc(C(F)(F)F)cc1)O3 | -13% | 10% | 4% | i | 17 | 8.6 | 88 | 9% | 9% | 4 | 747 | 0.0%
CC(C)(C)n1nnnc1C(c1cccs1)N1CCCC2(CCCCC2)C1 (centres undefined) | 0% | 22% | 14% | i | 11 | 4.6 | 49 | 12% | -5% | -6 | 735 | 0.3%
CCc1nnc(-n2nc(C)cc2-c2ccccc2)n1N | 0% | -2% | 0% | i | 33 | -0.8 | 40 | 2% | 6% | -5 | 655 | 0.5%
Fc1ccccc1CSc1nnc2ccc(-c3ccncc3)nn12 | -6% | -9% | 9% | i | 20 | 0.1 | 66 | 6% | 0% | -3 | 696 | 0.2%
Cc1ccc(NC(=O)CN(C)CC(=O)Nc2ccccc2C#N)cc1 | -6% | -5% | 4% | i | 36 | -0.4 | 57 | 5% | 9% | -3 | 731 | 1.4%
CCc1nn(CC(=O)NCCCN2CCN(C)CC2)c(=O)c2cc3occc3n12 | -6% | 18% | -7% | i | 12 | 1.1 | 59 | 15% | 5% | -3 | 717 | -0.1%
COCCNC(=O)[C@@H]1CSC2c3ccc(OC)c(OC)c3C(=O)N21 (some centres undefined) | -6% | 15% | -4% | i | 34 | -1.1 | 98 | 9% | 14% | nt | nt | 0.3%
CC1Cc2ccccc2N1C(=O)CSC1=NCCS1 (centres undefined) | -7% | 12% | 3% | i | 37 | -0.7 | 59 | 5% | 12% | nt | nt | -0.2%
O=C(N/C(=C/c1ccc(Br)cc1)C(=O)N1CCCC1)c1cccs1 | 3% | 4% | -2% | i | 51 | 0.8 | 71 | 12% | 0% | -2 | 735 | -0.3%
O=c1c2ccccc2ncn1-c1cccc(Br)c1 | -1% | 6% | 1% | i | 55 | -0.1 | 65 | 14% | 9% | 11 | 808 | -0.3%
CC1CN(CCCCOc2ccc(F)cc2)CC(C)O1 (centres undefined) | -11% | 0% | 2% | i | 49 | -0.8 | 56 | 23% | 8% | -1 | 706 | 0.1%
CC(=O)c1ccc(NC(=O)C2CCCNC2=O)cc1 (centres undefined) | -3% | -6% | -18% | i | 44 | 7.4 | 97 | -5% | 16% | nt | nt | 0.8%

Reprinted from the part before: three entries; new compounds follow.
SMILES | LYP phosphatase | GPR35 arrestin U2OS | GPR55 LPI antagonism | T cell HTS | T cell HTS vesicle-bound % | NTR1 agonist | NTR1 agonist cell count 20 µM | Rac1 GTP hydrolysis | Large T inhibition | Hep lipid drop | Hep lipid drop cells 6.5 µM | GPR55 activation
O=c1c2ccccc2ncn1-c1cccc(Br)c1 | -1% | 6% | 1% | i | 55 | -0.1 | 65 | 14% | 9% | 11 | 808 | -0.3%
CC1CN(CCCCOc2ccc(F)cc2)CC(C)O1 (centres undefined) | -11% | 0% | 2% | i | 49 | -0.8 | 56 | 23% | 8% | -1 | 706 | 0.1%
CC(=O)c1ccc(NC(=O)C2CCCNC2=O)cc1 (centres undefined) | -3% | -6% | -18% | i | 44 | 7.4 | 97 | -5% | 16% | nt | nt | 0.8%
Nc1ccc(N=Nc2ccc(N)cc2)cc1 | 6% | 7% | 5% | i | 25 | -1.1 | 46 | 22µM* | ? | 3 | 696 | -0.6%
Cc1c(Cl)cccc1NC(=O)CSc1ncnc2c1cnn2CCc1ccccc1 | 4% | -3% | -8% | i | 8 | 1.0 | 48 | 10% | 5% | nt | nt | -0.1%
COc1ccc(NC(=S)N2CCC(C(=O)c3ccc(F)cc3)CC2)c(OC)c1 | -6% | 2% | -13% | i | 39 | 1.9 | 28 | 1% | -1% | -37 | 733 | -0.3%
Cc1cc(NC(=O)COC(=O)c2cc(S(=O)(=O)N(C)c3ccccc3)ccc2Cl)no1 | -4% | 0% | 8% | i | 16 | 0.8 | 50 | 15% | 11% | -6 | 595 | 0.7%
COc1ccc(NC(=O)/C(=C/c2ccc3c(c2)OCO3)NC(C)=O)cc1 | -4% | -8% | 4% | i | 60 | -0.5 | 82 | 10% | 0% | 0 | 546 | -0.1%
O=C(Nc1ccc2c(c1)OCO2)NC1(C(F)(F)F)Oc2ccccc2O1 | -6% | 1% | 8% | i | 51 | 0.7 | 85 | 7% | 18% | nt | nt | 0.4%
Fc1ccc(-c2cnc3n2CCCCC3)cc1 | -4% | -2% | 6% | i | 38 | 0.1 | 56 | 2% | 7% | 21 | 719 | -0.4%
O=C(/C=C/c1ccco1)NC(=S)NNC(=O)c1ccco1 | 0% | -3% | 0% | i | 64 | 0.2 | 39 | 26% | ? | 16 | 692 | -0.4%
Cc1noc(C(=O)Nc2ccc(F)cc2F)c1Cl | -5% | 3% | 10% | i | 23 | 0.1 | 59 | 11% | 1% | 2 | 776 | -0.2%
CCOC(=O)C1CCN(CC(=O)c2c(C)n(C)c3ccc(OC)cc23)CC1 | -4% | 12% | -12% | i | 39 | -2.0 | 61 | 16% | 2% | -47 | 837 | 0.3%
CSc1nc2ccccc2n1C(=O)NC1CCCCC1 | -13% | 8% | 3% | i | 4 | -1.3 | 44 | 12% | 6% | -5 | 754 | -0.1%
Cc1ccccc1NC(=O)CCN1CCN(C/C=C/c2ccccc2)CC1 | 4% | 21% | 2% | i | 12 | -0.4 | 80 | 0% | 9% | nt | nt | -0.3%
COc1cc2c(cc1OC)-c1cc(Nc3ccc(N(C)C)cc3)nc(=O)n1CC2 | 9% | -8% | -4% | i | 58 | 2.9 | 65 | ? | 2.7µM* | 19 | 755 | -0.3%
COC(=O)c1ccccc1NC(=O)N1CCN(C(=O)c2ccco2)CC1 | -4% | -7% | 0% | i | 20 | -0.1 | 81 | 2% | -2% | 5 | 738 | -0.1%
COc1ccc(-n2c(=S)[nH]c3cc(C(=O)Nc4cc(C(N)=O)ccc4OC)ccc3c2=O)c(OC)c1 | -7% | 12% | 1% | i | 27 | 0.2 | 50 | 7% | 6% | 13 | 781 | 0.6%
O=c1oc2ccccc2nc1/C=C(O)/C=C/c1ccc(F)cc1 | -13% | -5% | 1% | i | 41 | 0.6 | 40 | 6% | 12% | -1 | 679 | -0.5%
CCn1c(SCc2nc3ccccc3s2)nnc1-c1ccccc1 | -8% | -10% | 3% | i | 20 | -0.9 | 46 | 12% | 8% | nt | nt | 0.3%
CCCn1c(N2CCN(Cc3ccc(Cl)cc3)CC2)nc2ccccc21 | -10% | -16% | 0% | i | 6 | 8.1 | 39 | 6% | 6% | -7 | 721 | 0.1%
Cc1ccc(N2CC(C(=O)N3CCc4ccccc43)CC2=O)cc1 (centres undefined) | -9% | -2% | 16% | i | 8 | -0.3 | 41 | 8% | 1% | 16 | 778 | 0.1%
Cc1cc(SCC(=O)c2ccccc2)n2ncc(-c3ccccc3)c2n1 | 12% | -2% | -9% | i | 58 | 3.4 | 71 | 8% | 20% | 6 | 736 | -0.3%
CS(=O)(=O)c1ccc(Cl)c(NC(=O)CSc2nc3ccccc3c(=O)n2CCCN2CCOCC2)c1 | -6% | 3% | -2% | i | 66 | 2.3 | 63 | -6% | 5% | -2 | 674 | -0.3%
Cc1sc2ncn(CC(=O)N3CCN(c4ccccn4)CC3)c(=O)c2c1S(=O)(=O)N1CCC(C)CC1 | -8% | 16% | 0% | i | 28 | -1.0 | 63 | 2% | 2% | -13 | 759 | 0.7%
CC(=O)N=c1cccc(NC(C)=O)n1O | -2% | -1% | 16% | i | 39 | 0.0 | 56 | 1% | 4% | 5 | 687 | 0.5%
CCOc1ccc(N(CC(=O)NCC2CCCO2)S(=O)(=O)c2ccc(SC)cc2)cc1 (centres undefined) | 5% | -7% | -9% | i | 12 | -1.3 | 84 | 9% | -9% | -12 | 666 | 0.3%
O=c1c2ccccc2oc2ccc(NCCCN3CCOCC3)cc12 | -6% | 2% | -11% | i | 40 | 0.8 | 88 | 16% | 10% | -3 | 768 | 0.8%
Cc1ccc2sc(N(CCCN(C)C)C(=O)c3ccc(S(=O)(=O)N4CCOCC4)cc3)nc2c1C | nt | nt | nt | i | 34 | 0.1 | 44 | 2% | 10% | nt | nt | nt
C[n+]1cccc(C(=O)NNC(=O)C23CC4CC(CC(C4)C2)C3)c1 | -9% | -2% | 4% | i | 61 | -1.0 | 38 | 2% | 11% | 27 | 687 | -0.2%
O=C(CSc1cn(Cc2ccccc2)c2ccccc12)NCc1ccc(F)cc1 | -4% | 11% | 20% | i | 41 | 0.1 | 96 | 8% | 6% | -6 | 741 | -0.3%

Source: PubChem BioAssay (several laboratories)
